From PubChem
PERK inh – inhibitors of human PERK kinase; CHO PERK-DD fusion, SEAP luminescence translation reporter; 0.17% of 220,000 active; Q9NZJ5; AID 1416; inhibition, % at 5.6 µM;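 active = inhibition above the mean inhibition of all tested compounds plus 3 SD, set separately per screening campaign, cut at about 2.9% in these data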;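 also: PERK kinase domain activated by AP20187 dimerizer at 100 nM; 0% = DMSO with dimerizer and 100% = rapamycin at 8.4 µM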
hK5 inh – inhibitors of human kallikrein 5; Q9Y337; recombinant hK5, fluorogenic AMC substrate cleavage; inhibition, % at 5 µM; 0.59% of 210,000 active;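 active = inhibition of 40% or more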;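 also: 0% = enzyme controls without compound and 100% = no-enzyme blanks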
Target sequence (Q9Y337 67-293 limits assumed): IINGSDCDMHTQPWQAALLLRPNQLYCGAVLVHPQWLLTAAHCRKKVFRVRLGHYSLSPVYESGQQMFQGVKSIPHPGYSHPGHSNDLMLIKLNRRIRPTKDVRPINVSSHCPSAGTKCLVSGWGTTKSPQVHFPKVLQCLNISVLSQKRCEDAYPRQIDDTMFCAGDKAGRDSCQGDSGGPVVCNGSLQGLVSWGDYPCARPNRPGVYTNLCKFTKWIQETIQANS
FXIIa inh – blocks human coagulation factor XIIa protease activity; P00748; purified FXIIa, Boc-QGR-AMC fluorogenic substrate, 2 h; inhibition, % at 5 µM; 0.3% of 220,000 active; in the data active = inhibition above about 40%;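 also: 0% = enzyme with no compound and 100% = blank without enzyme; many of its hits are not listed in these tables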
Furin inh – inhibitors of human furin; P09958; purified furin, fluorogenic substrate cleavage; inhibition, % at 30 µM; 0.061% of 220,000 active; in the data active = inhibition above about 25%; also: inactives centre near -15
KCC2 mod – modulators of human KCC2 chloride dependent transport; KCC2 cells, thallium flux FluoZin-2 fluorescence; Q9H2X9; 2.2% of 190,000 active; B-score of Tl+ flux slope (higher = more flux/activation; lower = inhibition) at 10 µM;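 active = thallium flux slope and its plate-corrected score both differing from the plate sample mean at a set confidence after two filtering rounds, in either direction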;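 also: slope of fluorescence scaled to starting intensity during 10 to 20 s after thallium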
p97 ATPase inh – inhibitors of human p97 ATPase | recombinant p97 ATPase, Kinase-Glo ATP luminescence, 3 h | inhibition, % at 8 µM | 0.42% of 220,000 active | AID 1481; in the data active = inhibition above about 15%;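 also: 0% = DMSO vehicle and 100% = wells lacking enzyme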
Target sequence (P55072 whole entry, looked up): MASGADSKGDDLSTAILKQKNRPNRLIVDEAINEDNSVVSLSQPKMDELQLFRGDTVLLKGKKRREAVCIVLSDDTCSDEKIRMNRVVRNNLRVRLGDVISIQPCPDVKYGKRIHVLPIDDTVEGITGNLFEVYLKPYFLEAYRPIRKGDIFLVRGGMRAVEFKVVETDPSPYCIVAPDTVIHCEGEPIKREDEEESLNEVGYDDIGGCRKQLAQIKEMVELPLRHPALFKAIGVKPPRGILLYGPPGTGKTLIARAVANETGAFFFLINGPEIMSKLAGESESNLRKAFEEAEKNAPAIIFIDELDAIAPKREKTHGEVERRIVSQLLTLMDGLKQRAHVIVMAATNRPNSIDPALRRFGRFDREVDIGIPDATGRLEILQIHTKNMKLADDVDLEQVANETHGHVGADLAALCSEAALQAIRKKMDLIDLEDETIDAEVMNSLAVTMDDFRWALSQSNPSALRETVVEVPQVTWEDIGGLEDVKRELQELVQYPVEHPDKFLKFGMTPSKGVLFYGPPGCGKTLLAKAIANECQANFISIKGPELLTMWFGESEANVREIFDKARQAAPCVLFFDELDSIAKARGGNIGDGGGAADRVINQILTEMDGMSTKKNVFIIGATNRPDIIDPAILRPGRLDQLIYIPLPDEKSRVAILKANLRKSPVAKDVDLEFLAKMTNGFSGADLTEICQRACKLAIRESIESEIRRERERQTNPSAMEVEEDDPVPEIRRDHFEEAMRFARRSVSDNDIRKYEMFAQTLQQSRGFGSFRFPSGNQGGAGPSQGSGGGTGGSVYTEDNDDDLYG
FXIa inh 1536 – factor XIa (human) inhibition | purified FXIa, Boc-Glu-Ala-Arg-AMC fluorogenic substrate | AID 798 | 0.14% of 220,000 active | inhibition, % at 5 µM | P03951;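 active = inhibition of at least 40%; inactive = inhibition below 40%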;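 also: fluorescence of freed AMC excited at 355 nm; 0% = enzyme without compound and 100% = no enzyme blank; many of its hits are not listed in these tables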
Wee1 degr inh – inhibitors of human Wee1 degradation. P30291. 1.2% of 220,000 active. reporter increase, % at 5 µM. HeLa Luc-Wee1K328M stability, luciferase luminescence; 100% = proteasome inhibitor MG132 effect;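 active = activation above the mean of all tested compounds plus 3 SD, set per screening run, cut at about 8.8% in these data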;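 also: cells exposed to compound for 20 h before luminescence read; 0% = DMSO alone and 100% = MG132 at 30 µM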
Thrombin inh – thrombin (human) inhibition. alpha-thrombin, Boc-VPR-AMC fluorogenic substrate cleavage. P00734. AID 1046. inhibition, % at 5 µM. 0.26% of 220,000 active;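 active = inhibition at or above 40%; inactive = inhibition below 40%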;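 also: 0% = enzyme with no compound and 100% = wells without enzyme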
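signal = AMC fluorescence, 355/460 nm | material = human alpha-thrombin enzyme | control set = enzyme without compound as high, wells lacking enzyme as low | times = reaction at room temperature | read-out basis = percent inhibition scaled between no-compound controls and no-enzyme blanks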
Active calls of the source: *; / = not tested or not shown; [ ] = dose if it differs, or a comment.

Structure | PERK inh | hK5 inh | FXIIa inh | Furin inh | KCC2 mod | p97 ATPase inh | FXIa inh 1536 | Wee1 degr inh | Thrombin inh
O=C(c1cc2ccccc2oc1=O)N1CCN(C(=O)C2CCCO2)CC1 (centres undefined) | 0.6 | 6 | 8 | -10[20 µM] | 1.1 | 5 | 7 | -2 | -1
CC1=C(C#N)C(C)C2=C(CC(C)(C)CC2=O)N1 (centres undefined) | 0.8 | -58 | 9 | -21 | 0.15 | 7 | 0 | 3 | -2
COC(=O)CN=Cc1c(C)[nH]n(-c2ccccc2)c1=O | 0.0 | -10 | 1 | -10 | 1.1 | -5 | -6 | 0 | -7
Clc1ccccc1CSc1nncn1-c1cccnc1 | 0.1 | -9 | 0 | -18 | 0.17 | 2 | -3 | -2 | -6
COc1ccc2c3c(cccc13)OCC2=O | 0.6 | -1 | 16 | -10 | 0.052 | 9 | 7 | -1 | 1
Nc1c(S(=O)(=O)c2cc(Cl)ccc2Cl)c2nc3ccccc3nc2n1CCN1CCOCC1 | 0.8 | -3 | 8 | -23[20 µM] | -1 | -2 | 2 | -2 | 2
O=C(/C=C/C=C/c1ccccc1)c1ccco1 | 0.3 | 2 | 11 | -7 | -3.8 | 0 | 2 | 0 | 5
Cn1cnnc1Sc1ccc(CN2CCN(C3CCCC3)C(CCO)C2)o1 (centres undefined) | 2.0 | / | 0 | -15 | / | 3 | 1 | -1 | -8
CCN1CCc2nc(NC(=O)c3cc(F)c(F)cc3Cl)sc2C1 | 2.5 | -3 | 3 | -12 | 0.76 | 4 | -2 | 0 | -3
c1ccc(COn2nnc3ccccc32)c(COn2nnc3ccccc32)c1 | -0.9 | -15 | -2 | -1[20 µM] | -0.86 | -4 | 0 | -3 | 3
CC(C)OC(=O)N(C)c1ccc(C(O)(C(F)(F)F)C(F)(F)F)cc1 | -0.1 | -7 | 13 | -14[20 µM] | / | -3 | 13 | -1 | 3
Cc1cc(Oc2ccccc2)nc(SCC(=O)Nc2ccccc2)n1 | 0.0 | -6 | 22 | -11[20 µM] | 0.41 | -7 | 14 | 0 | 3
COc1cccc(-n2cc(C(=O)O)c3ccccc3c2=O)c1 | -0.2 | -6 | 0 | -17 | -0.011 | -2 | 0 | 0 | 7
CCOC(=O)Cn1c(=O)oc2cc(S(=O)(=O)NC(C)(C)CC)ccc21 | -1.3 | -2 | 4 | -11 | -1.6 | -8 | -4 | -3 | 0
O=C(OCc1nnc(-c2ccccc2)o1)c1ccc2ccccc2n1 | 0.2 | -24 | -4 | -30[20 µM] | -0.69 | 0 | -1 | -1 | -6
CC(=O)Nc1ccc(NC(=O)CSc2ncnc3c2cnn3Cc2ccccc2)cc1 | 0.8 | 2 | 11 | -18 | 0.92 | -2 | 2 | -2 | 1
COC(=O)c1ccn(Cc2ccccc2Cl)n1 | 2.0 | / | 6 | -13 | -0.72 | -2 | -1 | 1 | -2
Cc1ccc(SCC(=O)O/N=C(\N)c2ccc([N+](=O)[O-])cc2)cc1 | 1.8 | 7 | 19 | -8 | -0.15 | -1 | -10 | -1 | 2
COc1cc(C(=O)NC(=S)N(CCc2ccccc2)CCc2ccccc2)cc(OC)c1OC | -1.4 | -5 | 10 | -16 | 73* | 0 | 7 | 0 | 1
O=C(CSc1ccccn1)Nc1cccc(NC(=O)CSc2ccccn2)n1 | -1.2 | 4 | 16 | -8[20 µM] | / | -4 | 1 | 0 | 4

The closing 4 entries of the section before open the next one.
Structure | PERK inh | hK5 inh | FXIIa inh | Furin inh | KCC2 mod | p97 ATPase inh | FXIa inh 1536 | Wee1 degr inh | Thrombin inh
COC(=O)c1ccn(Cc2ccccc2Cl)n1 | 2.0 | / | 6 | -13 | -0.72 | -2 | -1 | 1 | -2
Cc1ccc(SCC(=O)O/N=C(\N)c2ccc([N+](=O)[O-])cc2)cc1 | 1.8 | 7 | 19 | -8 | -0.15 | -1 | -10 | -1 | 2
COc1cc(C(=O)NC(=S)N(CCc2ccccc2)CCc2ccccc2)cc(OC)c1OC | -1.4 | -5 | 10 | -16 | 73* | 0 | 7 | 0 | 1
O=C(CSc1ccccn1)Nc1cccc(NC(=O)CSc2ccccn2)n1 | -1.2 | 4 | 16 | -8[20 µM] | / | -4 | 1 | 0 | 4
COc1ccc(CCNCc2csc3nc4ccccc4n23)cc1OC | -0.4 | 0 | 1 | -15 | 0.34 | 3 | -8 | 2 | -3
O=C(NC(=S)NCCCN1CCOCC1)c1ccco1 | 0.1 | 8 | 26 | -15 | 0.29 | -1 | 8 | -2 | 15
Cc1ccc(CNC(=O)COC(=O)C2CCN(S(=O)(=O)c3cccs3)CC2)cc1 | 0.0 | 24 | 11 | -15 | -1.4 | -3 | 0 | -2 | 2
COc1ccc(C(=O)COC(=O)C(C(C)C)N2C(=O)C3C4C=CC(C4)C3C2=O)cc1 (centres undefined) | -2.7 | -3 | 2 | -14[20 µM] | / | -6 | 16 | -1 | -5
CC(NC(=O)c1ccccc1)C(=O)N/N=C/c1cccc([N+](=O)[O-])c1 (centres undefined) | -0.2 | -2 | -1 | -4 | 1.2 | 3 | -1 | -1 | /
CC(NC(=O)C1CCC1)c1ccc2c(c1)OCO2 (centres undefined) | 0.4 | -2 | 12 | -19 | 0.084 | 6 | -3 | 2 | -3
CCOc1ccccc1-c1nc(C(N)=O)c2[nH]c(=O)n(-c3ccccc3)c2n1 | -0.6 | -36 | -4 | -6 | / | -9 | -3 | 0 | -4
CC1CN(C(=O)c2c(Br)cnn2C)CC(C)O1 (centres undefined) | 1.0 | -18 | 4 | -11 | -0.26 | 10 | -1 | 2 | -3
CCN(CC)c1cc(Cl)nc(N)n1 | 0.2 | -7 | 1 | -12 | -0.15 | 6 | -6 | -4 | -4
COc1ccc(N(/N=C2\Sc3ccccc3C2=O)C(C)=O)cc1 | 0.4 | 18 | 21 | 3 | 0.68 | 22* | 10 | 1 | -4
Nc1cc(=O)[nH]c(=O)n1-c1ccc(Cl)cc1 | 0.9 | 2 | 4 | -17 | 1.2 | 6 | -1 | 2 | -4
CN1CCN(CCC(=O)Nc2ccc(Br)cc2)CC1 | -0.1 | 4 | 11 | -21 | 0.52 | 4 | 0 | 3 | -2
CCn1cc(CN2CCCC(C(=O)c3ccc(-c4ccccc4)c(F)c3)C2)cn1 (centres undefined) | -1.6 | 1 | 8 | -19 | 1.2 | -2 | 4 | -2 | -2
O=C(NCCN1CCOCC1)Nc1cccc(Cl)c1 | 1.0 | 7 | 10 | 4 | -0.35 | 1 | -4 | 2 | 2
Cc1nc([N+](=O)[O-])nn1C12CC3CC(CC(Cl)(C3)C1)C2 | 0.5 | -6 | 9 | -23 | 0.025 | 5 | -3 | 0 | -10
COC(=O)C1=C(C)N(c2cccc(Cl)c2)C(=O)C1 | -0.4 | -4 | -7 | -29[20 µM] | 0.002 | 5 | -8 | 5 | -12
CC(=O)OC[C@H]1O[C@@H](n2ncc(=O)[nH]c2=O)[C@H](OC(C)=O)[C@@H]1OC(C)=O | -0.4 | -11 | 0 | -12 | 0.24 | -2 | -8 | 0 | /
O=S(=O)(Cc1cnc(Cl)s1)c1ccccc1 | -0.2 | 10 | -7 | -18[20 µM] | / | -4 | -8 | -2 | 1
Cc1onc(C(=O)NN)c1C(=O)Nc1ncc(C(F)(F)F)cc1Cl | 0.3 | -1 | 6 | -23 | 0.64 | 4 | -2 | -2 | -7
Cc1ccc(NC(=O)CNC(=O)OCc2ccccc2)cc1C | -1.2 | -4 | 2 | -13 | -0.66 | -6 | -6 | 1 | -9
COC(=O)c1sccc1NC(=S)NCc1ccc(Cl)cc1 | 0.8 | 0 | 6 | -12 | 160* | 6 | 0 | -1 | -6
CCOC(=O)c1ccc(NC(=O)N(CC)CC)cc1 | 0.9 | -12 | -1 | -16[20 µM] | / | -1 | -10 | 0 | -5
O=C(COC(=O)c1ccc(S(=O)(=O)Nc2ccccc2)cc1)NCC1CCCO1 (centres undefined) | 0.2 | -5 | 3 | -19 | 0.083 | -1 | -7 | -2 | -7
CCCc1ccc(-c2ccc(F)c(N)c2)nc1 | 2.7 | 5 | -2 | -25 | / | -4 | -1 | -2 | 1
O=C1CSC(c2cccnc2)N1C1CCCCC1 (centres undefined) | -0.3 | -8 | 13 | -27 | 0.7 | -4 | 3 | 6 | 2
O=C(Cn1cc(C(=S)N2CCOCC2)c2ccccc21)N1CCOCC1 | 0.3 | -9 | 19 | -17[20 µM] | -0.59 | 3 | 4 | -2 | 0
O=C(Nc1ccc(N2CCCCC2)cc1)c1ccc(F)cc1F | 0.8 | -6 | 10 | 2 | -1.1 | 0 | -3 | 6 | -7
CCOC(=O)/C(=N/Nc1ccc(OC)cc1)N1CCCc2ccccc21 | -1.7 | 0 | 8 | -2 | -0.71 | 0 | 4 | 0 | 0
COc1ccc(C2C3=C(CCCC3=O)Nc3c(-c4ccccc4)c(C)nn32)cc1 (centres undefined) | 0.4 | -7 | -31 | -27[20 µM] | -1.2 | 1 | -16 | -2 | -7
O=C(NCc1cccnc1)c1cn(CCc2ccccc2)nn1 | 0.5 | 5 | 10 | -15[20 µM] | 1.7 | -1 | 6 | 1 | 2
CC(C)(C)NC[C@H](O)COc1nsnc1N1CCOCC1 | 0.7 | -13 | 7 | -16 | -0.0037 | 6 | 4 | -1 | 0
Fc1ccc(/C=N/Nc2nn[nH]n2)cc1 | 1.8 | -3 | 6 | -4 | 0.38 | 2 | 2 | -2 | /
CCOC(=O)C1=NNC(C(=O)c2ccccc2)C1c1ccc(Cl)cc1 (centres undefined) | -0.9 | 2 | -1 | -13 | -1.3 | 1 | -1 | 3 | -4
COCCNC(=O)C(c1ccccc1)N(C(=O)Cn1nnc2ccccc21)c1cccnc1 (centres undefined) | 1.5 | 4 | 10 | -18 | 0.67 | -4 | -1 | 5 | 0
COc1cc(C(=O)N[C@H](C(=O)NC2CCCCCC2)C(C)C)cc(OC)c1OC | -1.5 | 44* | 8 | -21[20 µM] | -1.6 | 4 | 8 | 2 | 2
COc1cc2c(cc1NC(=O)C(C)OC(=O)c1ccc(S(=O)(=O)Nc3ccccc3Cl)cc1)oc1ccccc12 (centres undefined) | 0.6 | 6 | 2 | -21 | -0.67 | 5 | 0 | 0 | -5
COC(=O)c1ccccc1OCCOCCOc1cccc2cccnc12 | -0.6 | -2 | 8 | -12 | 0.63 | -3 | -7 | -1 | -6
COc1ccc(-c2cc3ccc(OCc4nn[nH]n4)cc3oc2=O)cc1 | -0.3 | -47 | -42 | -128 | / | 5 | -10 | -1 | -102
COc1ccc2cc(CN(CC3CCCO3)S(=O)(=O)c3ccc(C(C)=O)cc3)c(=O)[nH]c2c1 (centres undefined) | -1.6 | -19 | -6 | -11[20 µM] | -0.24 | -1 | -4 | 3 | -1
CCOC(=O)c1c(NC(=O)CSc2n[nH]c(CNc3ccccc3)n2)sc(C)c1C | -0.8 | -7 | 11 | -28[20 µM] | 0.77 | -2 | 4 | 3 | 1
Cc1ccc(C)c(N2CCN(CCCNC(=O)Cn3cc4c(n3)CCCCC4)CC2)c1 | -0.4 | -7 | 11 | -20 | 0.18 | -3 | 0 | -3 | -1

Reformatted with two lines to a compound: entries from further up.
The line under a structure holds: PERK inh	hK5 inh	FXIIa inh	Furin inh	KCC2 mod	p97 ATPase inh	FXIa inh 1536	Wee1 degr inh	Thrombin inh
CCOC(=O)c1c(NC(=O)CSc2n[nH]c(CNc3ccccc3)n2)sc(C)c1C
→ -0.8	-7	11	-28[20 µM]	0.77	-2	4	3	1
Cc1ccc(C)c(N2CCN(CCCNC(=O)Cn3cc4c(n3)CCCCC4)CC2)c1
→ -0.4	-7	11	-20	0.18	-3	0	-3	-1
